Screening results as filed in PubChem BioAssay.
UPR CHOP act: activators of apoptotic arm of unfolded protein response (CHOP). CHO-CHOP luciferase reporter, UPR activation, luminescence; percent of tunicamycin response over DMSO baseline. activation, % at 10 µM. 0.34% of 330,000 active;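 active = at 10 µM dose, activation of 40% or more, normalized to positive control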;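 note: 100% = tunicamycin at 10 µg/mL and 0% = DMSO alone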
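assay system = CHO CHOP reporter cells | amount = 500 CHO-CHOP cells per well | buffer or medium = F12 with 10% FBS | incubation = 16-18 h cell attachment, then 6 h compound exposure, 37 °C | detection = luminescence read with Steady-Glo | read-out = percent activation relative to tunicamycin control | controls = tunicamycin high control, DMSO low control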
CXCR6 block: blocks human CXCR6 beta-arrestin recruitment; CHO-K1 PathHunter CXCR6 beta-arrestin, luminescence; O00574; AID 602244; 0.36% of 360,000 active; inhibition, % at 20 µM; in the data active = inhibition above about 34%, passing the limit was not always enough;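 note: antagonist mode with CXCL16 agonist at 10 nM final; 0% = 10 nM CXCL16 with DMSO and 100% = unstimulated wells without agonist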
Target sequence (O00574 whole entry, looked up): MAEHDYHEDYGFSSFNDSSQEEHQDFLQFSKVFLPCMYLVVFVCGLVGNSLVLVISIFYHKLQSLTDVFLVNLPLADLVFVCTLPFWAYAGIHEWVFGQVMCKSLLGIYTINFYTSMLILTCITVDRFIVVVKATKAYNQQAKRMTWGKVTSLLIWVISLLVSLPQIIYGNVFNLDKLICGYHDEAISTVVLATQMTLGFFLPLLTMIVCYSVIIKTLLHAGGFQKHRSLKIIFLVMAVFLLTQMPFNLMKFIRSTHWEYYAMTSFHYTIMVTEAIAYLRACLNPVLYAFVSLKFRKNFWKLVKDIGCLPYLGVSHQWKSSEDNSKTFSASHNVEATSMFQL
Jurkat NFkB inh: inhibitors of the PMA/ionomycin-induced NF-kB reporter in Jurkat cells. 0.53% of 330,000 active. inhibition, % at 4 µM. PMA/ionomycin-induced NF-kB luciferase reporter, luminescence; in the data active = inhibition above about 50%
EBI2 block: EBI2 (human) antagonism. EBI2 beta-arrestin recruitment, luminescence, 7a,25-OHC stimulated. inhibition, % at 5 µM. 0.81% of 360,000 active; in the data active = inhibition above about 38%;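 note: enzyme fragment complementation signal reports receptor beta-arrestin coupling in cells; 0% = agonist plus DMSO wells and 100% = wells without agonist; some results beyond the cut were filed as inactive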
Target sequence (P32249 whole entry, looked up, the tested form may be a part): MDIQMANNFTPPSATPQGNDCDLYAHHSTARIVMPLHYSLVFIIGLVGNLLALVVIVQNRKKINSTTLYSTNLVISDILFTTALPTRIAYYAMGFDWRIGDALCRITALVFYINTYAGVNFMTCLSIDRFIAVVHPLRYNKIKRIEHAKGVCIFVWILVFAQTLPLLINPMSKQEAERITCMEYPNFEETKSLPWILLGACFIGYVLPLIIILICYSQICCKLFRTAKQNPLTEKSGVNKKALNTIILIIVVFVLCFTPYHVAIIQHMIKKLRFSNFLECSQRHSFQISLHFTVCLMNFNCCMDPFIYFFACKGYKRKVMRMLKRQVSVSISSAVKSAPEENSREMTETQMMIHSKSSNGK
Gli-Sufu antag: antagonists of Gli-Sufu signaling; Sufu-KO-LIGHT fibroblasts, Gli luciferase reporter luminescence; inhibition, % at 5 µM; 0.74% of 340,000 active; AID 588413;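 active = inhibition above about 55%, limit read from the data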;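 note: 0% = DMSO-treated cells and 100% = wells with medium but no cells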
697 NFkB inh: inhibitors of the PMA/ionomycin-induced NF-kB reporter in 697 B cells; 697 B-cell NF-kB luciferase reporter, 16 h; inhibition, % at 4 µM; 0.33% of 330,000 active; in the data active = inhibition above about 35%
UPR XBP1 act: adaptive UPR (XBP1) activation. CHO-XBP1 luciferase reporter, IRE1-XBP1 UPR activation, luminescence; percent of tunicamycin response, DMSO as zero. activation, % at 20 µM. 0.33% of 330,000 active;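 active = versus positive control, 20 µM dose yields 30% or more activation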;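 note: 100% = tunicamycin at 10 µg/mL and 0% = DMSO only wells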
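Material: CHO cell line with stable XBP1 luciferase reporter; buffer or medium: F12 medium containing 10% fetal bovine serum; compound: single point, 20 µM final compound, 1% DMSO; incubation: 6 h treatment, 37 °C; measured by: glow luminescence from Steady-Glo reagent; evaluation: activation, % of tunicamycin; control set: tunicamycin high, DMSO low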
Mdm2-MdmX inh: inhibitors of human Mdm2/MdmX interaction | inhibition, % at 8 µM | SaOS-2 split-luciferase Mdm2/MdmX complementation, luminescence | 3% of 330,000 active;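 active = inhibition of at least 50% at 8 µM in the primary screen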
CCR6 antagonist: antagonists of human CCR6 receptor; P51684; CHO-K1 CCR6 PathHunter beta-arrestin, luminescence, CCL20-stimulated; inhibition, % at 20 µM; 0.49% of 340,000 active; AID 493098;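 active = compounds whose inhibition of the agonist-driven luminescence signal at 20 µM reaches about 50%, limit read from the data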;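 note: cells stimulated with CCL20 at 14 nM final; plate controls were DMSO with CCL20 for no effect and DMSO without agonist for full effect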
* = called active by the depositor; nt = no result given.

SMILES	UPR CHOP act	CXCR6 block	Jurkat NFkB inh	EBI2 block	Gli-Sufu antag	697 NFkB inh	UPR XBP1 act	Mdm2-MdmX inh	CCR6 antagonist
O=C(Cn1cc(C(=O)C(F)(F)F)c2ccccc21)Nc1ccccc1F	-2.4	-7	-8	0	34	3	-5	24	9
CCOc1cc(NC(=S)NCC2CCCO2)c(OCC)cc1NC(=O)CC(C)C (configuration not stated)	-0.8	3	-2	9	4	-20	0	-6	4
COc1ccc2nc(NC(=O)C3CC(=O)N(c4ccccc4)C3)sc2c1 (configuration not stated)	0.9	4	-12	-6	-33	-5	-1	18	13
COc1ccc2c(c1OC)C(=O)N(c1cccc(/C=C/C(=O)O)c1)C2	1.9	-2	8	-2	-8	-10	-2	-6	-3
COc1ccc(NC(C)=[N+](C)CCNS(=O)(=O)c2ccc(Cl)cc2)cc1	0.4	3	4	-7	17	4	-5	23	4
COc1ccc(C2OCC3(CO2)SC(=O)NC3=O)cc1 (configuration not stated)	2.3	-9	-2	-3	-7	2	-2	27	-6
COc1ccc(-c2csc(Nc3cccc(C)n3)n2)cc1C	nt	-1	nt	21	-104	nt	nt	nt	-5
CCN1CCN(C(=O)NS(=O)(=O)c2ccc(C)cc2)CC1	0.9	-5	6	6	4	2	-4	2	6
Cc1ccc(C(=O)N/C(=C\c2cn(C)c3ccccc23)C(=O)NCCCn2ccnc2)cc1	0.2	2	-6	-5	0	-15	-4	8	17
CCOC(=O)c1c(NC(=O)CC2Nc3cc(C)c(C)cc3NC2=O)sc(C)c1C (configuration not stated)	1.6	-4	-8	-7	-8	3	-1	14	16
C=CCOc1c(Br)cc(/C=C2/NC(=S)N(C(C)=O)C2=O)cc1OC	2.4	2	-4	-8	-6	-8	6	28	13
COc1ccc(OC)c(NC(=O)NC2CCCCCCC2)c1	1.2	1	7	2	-1	22	-3	25	12
O=C(CN1C(=O)NC2(CCCCCCC2)C1=O)Nc1ccc(Br)cc1	0.1	0	-1	-5	-3	-20	-1	0	6
C=CCc1cccc2ccc(=O)oc12	1.7	6	-2	-5	5	-16	3	-1	-1
O=C1c2ccccc2C(O)(c2ncc[nH]2)N1C1CCCCC1 (configuration not stated)	-3.3	-4	18	-2	-23	20	1	22	4
O=C(O)CN1C(=O)C2(OCCCO2)c2ccccc21	0.3	3	3	-5	-1	9	0	20	-3
CC(C)(C)S(=O)(=O)N1C[C@@H]2CC/C=C\C/C(c3ccccc3)=C\2[C@H]1CCO	nt	0	nt	-4	-6	nt	nt	nt	5
O=C(CN1C(=O)NC(c2ccccc2)(c2ccccc2)C1=O)NCCNCCO	0.2	4	-8	1	1	2	-5	13	6
COc1cccc(CC(=O)OC(C)C(=O)Nc2ncc(Cl)cc2Cl)c1 (configuration not stated)	0.0	-6	-8	-7	25	-2	-4	10	16
O=C1/C(=C/c2cccc3ccccc23)CCCc2ccccc21	1.0	-3	-30	4	-16	6	4	-14	27
Cc1c(N=Nc2ccc(O)cc2)c(=O)n(-c2ccccc2)n1C	0.8	8	6	-1	4	27	3	3	19
CC(=O)n1cc([C@@H]2C=C(C(=O)N3CCOCC3)O[C@H](OCCCCO)C2)c2ccccc21	-0.1	-4	0	-6	-3	-14	-1	1	9
O=C(Nc1ccccc1Cl)NN1CCCCCC1	nt	-3	nt	1	19	nt	nt	nt	7
O=C(CSc1nnc(-c2ccncc2)n1-c1ccc(F)cc1)NC(=O)NCc1ccco1	-0.3	-3	15	-5	11	-3	-1	-9	6
OC1(c2ccc(Br)cc2)CCN(Cc2cccc(Br)c2)CC1	0.6	-3	2	15	21	12	-1	6	37

Given field by field: part of the list above.
O=C(O)CN1C(=O)C2(OCCCO2)c2ccccc21
  UPR CHOP act = 0.3
  CXCR6 block = 3
  Jurkat NFkB inh = 3
  EBI2 block = -5
  Gli-Sufu antag = -1
  697 NFkB inh = 9
  UPR XBP1 act = 0
  Mdm2-MdmX inh = 20
  CCR6 antagonist = -3
COc1ccc(NC(C)=[N+](C)CCNS(=O)(=O)c2ccc(Cl)cc2)cc1
  UPR CHOP act = 0.4
  CXCR6 block = 3
  Jurkat NFkB inh = 4
  EBI2 block = -7
  Gli-Sufu antag = 17
  697 NFkB inh = 4
  UPR XBP1 act = -5
  Mdm2-MdmX inh = 23
  CCR6 antagonist = 4
COc1ccc(-c2csc(Nc3cccc(C)n3)n2)cc1C
  UPR CHOP act = nt
  CXCR6 block = -1
  Jurkat NFkB inh = nt
  EBI2 block = 21
  Gli-Sufu antag = -104
  697 NFkB inh = nt
  UPR XBP1 act = nt
  Mdm2-MdmX inh = nt
  CCR6 antagonist = -5
CCOc1cc(NC(=S)NCC2CCCO2)c(OCC)cc1NC(=O)CC(C)C (configuration not stated)
  UPR CHOP act = -0.8
  CXCR6 block = 3
  Jurkat NFkB inh = -2
  EBI2 block = 9
  Gli-Sufu antag = 4
  697 NFkB inh = -20
  UPR XBP1 act = 0
  Mdm2-MdmX inh = -6
  CCR6 antagonist = 4

An excerpt of these results, with values under each structure.
Each structure is followed by: UPR CHOP act	CXCR6 block	Jurkat NFkB inh	EBI2 block	Gli-Sufu antag	697 NFkB inh	UPR XBP1 act	Mdm2-MdmX inh	CCR6 antagonist
> CCN1CCN(C(=O)NS(=O)(=O)c2ccc(C)cc2)CC1
  0.9	-5	6	6	4	2	-4	2	6
> C=CCOc1c(Br)cc(/C=C2/NC(=S)N(C(C)=O)C2=O)cc1OC
  2.4	2	-4	-8	-6	-8	6	28	13
> O=C1/C(=C/c2cccc3ccccc23)CCCc2ccccc21
  1.0	-3	-30	4	-16	6	4	-14	27
> O=C(CN1C(=O)NC2(CCCCCCC2)C1=O)Nc1ccc(Br)cc1
  0.1	0	-1	-5	-3	-20	-1	0	6

More entries.
SMILES	UPR CHOP act	CXCR6 block	Jurkat NFkB inh	EBI2 block	Gli-Sufu antag	697 NFkB inh	UPR XBP1 act	Mdm2-MdmX inh	CCR6 antagonist
O=C(CN1C(=O)C2C3C=CC(C3)C2C1=O)Nc1nc(-c2ccccn2)cs1 (configuration not stated)	-1.4	2	13	-12	2	15	-4	33	23
COC(=O)/C(C#N)=C1/SC=C(C)N1c1ccccc1	-1.5	-5	15	2	-2	9	0	30	16
O=C(C[C@@H]1C/C=C\CCC(=O)OC[C@@H]2CCCN2C1=O)N[C@@H](CO)Cc1ccccc1	0.2	0	2	-4	-1	0	0	4	4
CC(C)S(=O)(=O)c1csc(C(=O)Nc2ccc(F)cc2)c1N	2.3	-11	-143	-2	-68	-132	-2	-70	5
CN(C)/N=C/c1ccc([N+](=O)[O-])cc1[N+](=O)[O-]	1.3	-14	-11	-13	-5	0	1	12	-9
COc1ccc(NC(=O)CN(C)S(=O)(=O)c2ccccc2)c([N+](=O)[O-])c1	0.5	-15	-21	-7	-8	-5	-2	6	3
CCc1ccc(S(=O)(=O)c2nnn3c2nc(NCCNC(C)=O)c2ccccc23)cc1	-0.6	0	0	1	-7	16	2	-28	2
O=C1CC(N2CCN(c3ccc(F)cc3)CC2)C(=O)N1Cc1ccccc1 (configuration not stated)	-0.9	-11	-7	-6	4	-5	-2	-5	9
CC(C)n1cnc2c(=S)nc[nH]c21	0.2	-4	3	-4	1	8	1	16	-6
OCCN1CCN(CC(O)COC(c2ccc(F)cc2)c2ccc(F)cc2)CC1 (configuration not stated)	2.0	-5	-10	-11	28	-10	0	10	11
COc1ccc(NC(=O)N(CCO)Cc2cc3c(C)cc(C)cc3[nH]c2=O)cc1	-1.0	-5	23	-2	-8	23	-2	10	19
O=C(c1ccccc1)N1CCN(C(=O)c2nn3c(C(F)(F)F)cc(-c4ccccc4)nc3c2Br)CC1	1.1	-4	26	7	44	26	3	25	8
CCCCOc1ccc(C(=O)NCC(=O)N2CC(C)CC(C)C2)cc1 (configuration not stated)	-0.4	5	-13	1	1	10	0	17	4
CC(=O)O/N=C(/c1nonc1N)N1CCN(c2ccc([N+](=O)[O-])cc2Cl)CC1	-0.2	4	7	-6	-1	-20	1	8	-2
CCOc1cc(C2/C(=C(/O)c3ccc(OC(C)C)cc3)C(=O)C(=O)N2CCCOC)ccc1O (configuration not stated)	-1.7	-13	-7	8	11	7	0	25	-25
CCOc1ccc(-n2ccnc(SCC(=O)NC3CCCC3)c2=O)cc1	-2.1	3	0	-6	-6	-11	-2	0	-2
CCOc1ccccc1OCC(=O)Nc1cc(S(=O)(=O)N2CCCCC2)ccc1OC	2.9	-3	2	5	12	-11	1	34	7
CCn1c(CN2C(=O)CSc3ccccc32)n[nH]c1=S	-1.5	2	-20	-1	3	-16	0	19	-33
O=C(O)CCn1c(C2CCCCC2)nc2ccccc21	-2.7	-7	-4	-6	-1	16	-3	-2	-6
CN(C)S(=O)(=O)N(CC(=O)N1CCC(Cc2ccccc2)CC1)c1ccccc1	1.6	-2	13	20	10	14	-1	1	17
Cc1ccc(NC(=O)CN(C)C(=O)COC(=O)c2ccc(Cl)cc2O)cc1	-1.0	1	5	0	nt	-11	0	19	5
COCCCn1cnnc1SC(C)C(=O)Nc1ccc(S(=O)(=O)N2CCOCC2)cc1 (configuration not stated)	-1.5	2	-4	1	-3	-8	-3	12	11
O=C(/C(=N\O)n1cncn1)c1ccc(Br)cc1Br	-0.8	16	6	-8	2	-113	-1	11	10
O=C(Oc1ccc2cc(Br)ccc2c1)N1CCCCCC1	3.8	nt	-25	nt	nt	-185	8	-193	nt
Cc1ccc(C2(c3ccc(C)cc3)CC2C(=O)NC(C)C)cc1 (configuration not stated)	0.2	-4	-20	-4	8	6	-1	-9	13
COc1ccc(NC(=O)Cn2nc(C(=O)O)c3ccccc3c2=O)cc1Cl	0.9	-8	10	4	0	10	0	19	3
CCOc1ccc(S(=O)(=O)n2nc(C)cc2C)cc1	-0.9	5	11	5	29	5	-6	8	6
CCNC(=O)CN(C1CCCCC1)S(C)(=O)=O	-0.8	-5	6	-3	33	6	-1	28	11
Cc1cc(C(C)(C)C)cc(C)c1C(=O)O	0.7	-1	4	9	6	10	-2	-6	3
